# Source: PubChem BioAssay (several laboratories)
# GRK2 aptamer HTS = inhibitors of human GRK2 displacing RNA aptamer; bead flow cytometry, FAM-aptamer displacement from GRK2; inhibition of aptamer binding, % at 10 µM; 330,000 compounds, 0.59% hits;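 active means inhibition of aptamer binding above 40%, roughly 3 SD of noise, on plates passing a quality check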;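 further: median bead fluorescence of bound FAM aptamer so fluorescent compounds give negative values; no value below 0 was filed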
# Target sequence (P25098 whole entry, looked up): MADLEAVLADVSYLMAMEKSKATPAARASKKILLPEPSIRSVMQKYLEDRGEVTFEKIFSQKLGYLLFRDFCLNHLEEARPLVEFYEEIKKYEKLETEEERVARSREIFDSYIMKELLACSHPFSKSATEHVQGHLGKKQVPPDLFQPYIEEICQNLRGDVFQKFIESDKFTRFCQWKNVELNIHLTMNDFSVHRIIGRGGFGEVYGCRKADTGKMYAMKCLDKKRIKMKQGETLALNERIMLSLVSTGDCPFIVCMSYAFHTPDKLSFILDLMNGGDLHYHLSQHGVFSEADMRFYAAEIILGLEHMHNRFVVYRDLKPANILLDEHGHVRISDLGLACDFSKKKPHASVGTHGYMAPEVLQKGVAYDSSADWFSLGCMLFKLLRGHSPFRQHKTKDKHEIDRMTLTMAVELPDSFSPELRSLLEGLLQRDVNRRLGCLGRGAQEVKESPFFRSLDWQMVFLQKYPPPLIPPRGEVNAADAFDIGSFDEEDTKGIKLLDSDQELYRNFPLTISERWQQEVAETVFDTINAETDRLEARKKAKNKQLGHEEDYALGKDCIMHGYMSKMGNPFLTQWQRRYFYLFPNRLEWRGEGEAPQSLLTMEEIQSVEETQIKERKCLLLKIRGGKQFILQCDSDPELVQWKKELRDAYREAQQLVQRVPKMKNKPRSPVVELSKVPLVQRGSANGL
# Efflux pump inh = antifungal efflux pump inhibition, Nile Red retention. S. cerevisiae Candida pump triplex. inhibition, % at 10 µM. 330,000 compounds, 0.44% hits;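 active means plate passing quality check with inhibition over a set limit, or well fluorescence over plate mean plus 4 SD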;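 further: Nile Red retained in pooled yeast measured as flow cytometry median fluorescence; 0% = buffer negative control and 100% = Enniatin B positive control; higher means more Nile Red kept so more efflux inhibition; some compounds called inactive have numbers as strong as hits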
# MEX-5 binding = C. elegans MEX-5 TCR-2 RNA binding activity; activity score (negative = inhibition of binding), % at 10 µM; AID 1832; MEX-5/FITC-TCR2 RNA binding, fluorescence polarization; active compounds read low; 300,000 compounds, 0.38% hits; Q9XUB2;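 active means inhibition past about -25% in most replicates, and total fluorescence under double the plate's negative control median, limit read from the data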;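 further: 0% = DMSO and -100% = 5 µM competing unlabeled TCR2 RNA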
# MCL1-BIM inh = inhibitors of human MCL1 binding to BIM-BH3 peptide; 320,000 compounds, 0.68% hits; AID 2057; Q07820; inhibition, % at 10.9 µM; GST-MCL1 / FITC-Bim-BH3 fluorescence polarization;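 active means inhibition above the mean inhibition of all tested compounds plus 3 SD, set per campaign, cut at about 40% in these data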;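 further: 0% = DMSO wells and 100% = unlabeled Bim-BH3 peptide control; higher means more loss of mP so more displacement of Bim peptide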
# Fam108B inh = Fam108B inhibition, counter-screen for RBBP9 inhibitors | recombinant Fam108B, FP-Rh probe fluorescence polarization | inhibition, % at 9.51 µM | 300,000 compounds, 0.33% hits;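 active means inhibition above the screen mean inhibition plus 3 SD, computed separately per campaign, cut at about 18% in these data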;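 further: inhibitors lower polarization as less probe binds the enzyme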
# GLD-1 RNA inh = GLD-1-TGE RNA interaction inhibition (C. elegans); Q17339; purified GLD-1 + fluorescein TGE RNA, fluorescence polarization; inhibition, % at 5.96 µM; 320,000 compounds, 0.44% hits; AID 2280;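 active means percent inhibition above a per-plate cutoff, the plate mean of test compounds plus 3 SD, cut at about 30% in these data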;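 further: 0% = DMSO wells with GLD-1 and probe and 100% = wells lacking GLD-1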
# PME-1 primary = blocks human protein phosphatase methylesterase 1; Q9Y570; recombinant PME-1, FP-Rh probe fluorescence polarization; inhibition, % at 5.9 µM; 320,000 compounds, 0.53% hits; AID 2130;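 active means inhibition above the campaign mean of all compounds plus 3 SD, cut at about 26% in these data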;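 further: competitive labeling of PME-1 active site by serine hydrolase directed probe; 0% = PME-1 with DMSO and 100% = wells lacking PME-1 enzyme; inhibitors block probe labeling so polarization falls and inhibition rises; many of its hits are not listed in these tables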
# VLA-4 inh = inhibition in a human VLA-4 binding assay | P13612 | VLA-4 expressing cells, ligand binding flow cytometry | inhibition, % (about 7 µM as worked out from the volumes in the protocol) | 330,000 compounds, 0.2% hits; in the data active means inhibition above about 50%
# BCLXL inh = blocks human Bcl-xL binding to Bim BH3 peptide. GST-Bcl-xL / FITC-Bim BH3 peptide fluorescence polarization. inhibition, % at 10.9 µM. 320,000 compounds, 0.7% hits. AID 2129;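 active means inhibition above the mean of all tested compounds plus 3 SD, cutoff set per campaign, cut at about 30% in these data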;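 further: 0% = DMSO wells and 100% = unlabeled Bim-BH3 peptide competitor; inhibitors lower millipolarization by displacing the labeled peptide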
# Target sequence (Q07817 whole entry, looked up): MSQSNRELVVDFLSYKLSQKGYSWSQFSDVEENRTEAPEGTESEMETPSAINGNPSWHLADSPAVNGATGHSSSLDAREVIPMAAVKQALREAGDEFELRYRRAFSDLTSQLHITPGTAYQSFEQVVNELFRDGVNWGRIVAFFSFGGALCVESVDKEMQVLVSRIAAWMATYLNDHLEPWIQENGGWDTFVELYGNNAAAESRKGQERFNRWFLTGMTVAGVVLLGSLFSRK
# * hit, by the source's call; / = no result given. Only part of the results is shown; count on the stated rates, not on these rows.
SMILES,GRK2 aptamer HTS,Efflux pump inh,MEX-5 binding,MCL1-BIM inh,Fam108B inh,GLD-1 RNA inh,PME-1 primary,VLA-4 inh,BCLXL inh
CN1C2CCC1/C(=C\c1ccccc1)C(=O)/C2=C\c1ccccc1,0,-0.1,-0.2,-3,3,1,9,6,2
CC1CCN(CC(=O)Nc2sc3c(c2C#N)CCC3)CC1,2,-0.1,-0.3,-4,1,-10,-6,3,4
COc1ccc(-c2nc(C(=O)NCC3CCCO3)cc3c2[nH]c2ccccc23)cc1 (stereo not given),1,0.4,-0.2,0,-20,13,-22,14,1
O=C(N[C@@H]1C/C=C\C[C@@H](CC(=O)N(CCO)Cc2ccccc2)C(=O)N[C@H](Cc2ccccc2)COC1=O)OCC1c2ccccc2-c2ccccc21,4,-0.1,/,/,/,-10,/,-4,/
CCC(=O)Nc1ccc(C(=O)CSc2nc3ccc(C)cc3[nH]2)cc1,0,0.2,1.5,-13,-2,2,-20,0,-11
CCn1c(=O)c(=O)n(CC)c2cc(S(=O)(=O)Nc3cccc(OC)c3)ccc21,1,-0.2,-1.6,1,0,2,13,-6,2
Cc1ccc(C(=O)CCNc2ccc(Br)cc2)o1,0,0.1,1.9,6,5,-2,-2,1,3
CCCCn1c(N)c(N(CCC(C)C)C(=O)CC2OC(=O)c3ccccc32)c(=O)[nH]c1=O (stereo not given),6,-0.2,1.5,5,-3,8,5,-11,0
O=C(Nc1nncs1)c1ccc2c(c1)OCO2,0,-0.2,4.8,4,2,0,-9,22,3
COc1cccc(N2CCN(S(=O)(=O)c3c(C)[nH]c(C)c3C(=O)N3CCCC3)CC2)c1,2,-0.3,3.6,-2,1,6,-2,25,3
O=C(Nc1ccc2ccccc2n1)C1CCCCC1,1,0.0,-0.7,10,1,-9,-16,-7,7
CC12CC3(C)CC(C)(C1)CC(C(=O)NCc1ccccn1)(C2)C3,0,0.0,-0.6,-2,2,3,-4,13,-8
Cc1ccc2sc(N(CCCN(C)C)C(=O)c3ccc(S(=O)(=O)N4CCCCCC4)cc3)nc2c1C,0,0.2,1.1,1,-2,8,6,-7,1
CC1=C(C(=O)OCc2ccccc2)C(c2cccnc2)c2c(n(C)c(=O)n(C)c2=O)N1 (stereo not given),0,0.2,-1.3,5,0,8,-3,0,0
N#CCCN(C(=O)CN1CCN(S(=O)(=O)c2ccc(Cl)s2)CC1)c1ccc(F)cc1,0,-0.2,/,/,/,3,/,-2,/
COC(=O)COc1cc(Cl)c(C=O)cc1OC,3,-0.1,-1.4,0,-1,-2,4,7,4
Cc1cc(C)c(S(=O)(=O)Nc2cccc3nsnc23)c(C)c1,3,-0.2,-0.6,2,12,1,1,0,-1
COc1cccc(CNC(=O)C2CCN(S(=O)(=O)c3ccc4c(c3)NC(=O)CO4)CC2)c1,0,0.2,-1.1,-6,-3,2,6,9,3
CCOC(=O)c1cnc(SC)nc1Oc1cccc(NC(=O)c2ccc(Cl)cc2)c1,0,1.5*,1.6,5,2,-4,-3,18,3
CC(=O)c1sc(NC(=O)c2cccc(C)c2)nc1C,0,0.1,-1.0,-2,-4,0,-3,12,4
COc1cc(N=c2ssnc2Cl)cc(OC)c1OC,2,0.2,-12,16,-1,6,4,3,3
Cc1nnc(Nc2ccccc2)n(N)c1=O,0,-0.2,-0.9,-1,2,1,5,-2,-1
COCCNCC(=O)NC12CC3CC(CC(C3)C1)C2,1,0.1,0.3,2,0,-3,5,-2,-1
CCN(CC)CCN(C(=O)CCOc1ccccc1)c1nc2ccc(F)cc2s1,0,-0.2,3.1,-4,4,0,-7,0,2
CC1(C)CSC(=NCc2ccccc2)N1C(=O)c1cccc([N+](=O)[O-])c1,0,-0.3,2.9,1,1,0,2,-3,0
CC(OC(=O)c1cccc(-n2cnnn2)c1)c1nc2ccccc2c(=O)[nH]1 (stereo not given),0,0.2,/,-5,/,-3,6,1,-4
CC(=O)c1cnn(-c2cc(Oc3ccc(F)cc3)ncn2)c1C,2,0.0,1.5,-2,0,6,-7,1,2
CCC(=O)c1ccc(OCC(=O)NCCc2ccccn2)cc1,0,0.1,0.0,-1,1,1,-3,15,2
CCOC(=O)C1(Cc2ccccc2Cl)CCN(C(=O)c2cnccn2)CC1,1,0.0,0.3,-4,-1,-2,0,9,3
CC1CCN(c2nc(-c3ccncc3)nc3ccccc23)CC1,2,0.1,-0.2,6,-2,4,-2,9,3
O=C1NCCN(Cc2cccc(Oc3ccccc3)c2)C1CC(=O)N1CCCO1 (stereo not given),0,0.1,3.8,-4,-1,2,-7,-5,4
Cn1cc(NC(=O)Nc2ccc(C(F)(F)F)cc2)c(C(F)(F)F)n1,/,0.2,-2.9,4,-6,5,-7,0,1
C/C(=N/NC(=O)c1ccc(NC(=O)c2ccc(F)cc2)cc1)c1ccccc1,0,0.1,1.1,2,-6,2,-15,9,5
CC(C)(C)c1cc(-c2ccco2)c(C#N)c(SCC#N)n1,0,-0.1,-2.1,8,-2,8,-1,13,6
CCCC1(C(=O)O)NC(c2cccc(OC)c2O)C2C(=O)N(c3ccccc3)C(=O)C21 (stereo not given),0,-0.1,1.6,8,3,0,3,3,0
O=C(CNCC1CCCO1)Nc1ccccc1-n1cccc1 (stereo not given),0,0.2,-1.0,-1,4,4,2,1,1
COc1ccc(-n2nc(C(=O)NCC(=O)N3CCCCCC3)c3ccccc3c2=O)cc1Cl,0,-0.1,1.2,15,1,6,2,-6,7
O=C(N/N=C/c1ccc(O)cc1)c1cc[n+](Cc2ccccc2)cc1,0,0.1,-13,1,0,4,1,1,4
C[n+]1cccc(C(=O)NCC2CCCO2)c1 (stereo not given),3,0.0,-1.0,-10,6,3,1,3,-7
CC(C)(C)c1ccc(S(=O)(=O)NCc2ccc(C(=O)NCC3CCCO3)cc2)cc1 (stereo not given),3,-0.1,-0.3,3,3,-7,4,11,3
O=C1CN(C(=O)NCC(=O)N2CCCC2)c2ccccc2N1,0,0.5,2.3,3,2,3,3,14,7
Cc1cc(=O)c2ccccc2[nH]1,37,0.0,2.6,-3,-1,0,4,4,-2
COc1ccc(CN2CCC(n3nccc3NC(=O)c3cccc(F)c3)CC2)cc1O,0,-0.1,-2.6,3,-2,1,0,-4,2
C[C@@H](O)C(C(=O)N1CCNCC1)n1cc([C@@H](N)CCCCN)nn1 (stereo not given in full),1,-0.2,/,-20,-1,-3,3,-5,-4
COc1cccc(C(=O)N2CCN(Cc3ccccc3[N+](=O)[O-])CC2)c1,1,0.0,-1.2,6,2,9,7,16,3

# Part of the list above, with values under each structure.
# Every second line gives: GRK2 aptamer HTS	Efflux pump inh	MEX-5 binding	MCL1-BIM inh	Fam108B inh	GLD-1 RNA inh	PME-1 primary	VLA-4 inh	BCLXL inh
Cn1cc(NC(=O)Nc2ccc(C(F)(F)F)cc2)c(C(F)(F)F)n1
    /	0.2	-2.9	4	-6	5	-7	0	1
C/C(=N/NC(=O)c1ccc(NC(=O)c2ccc(F)cc2)cc1)c1ccccc1
    0	0.1	1.1	2	-6	2	-15	9	5
CC(C)(C)c1cc(-c2ccco2)c(C#N)c(SCC#N)n1
    0	-0.1	-2.1	8	-2	8	-1	13	6
CCCC1(C(=O)O)NC(c2cccc(OC)c2O)C2C(=O)N(c3ccccc3)C(=O)C21 (stereo not given)
    0	-0.1	1.6	8	3	0	3	3	0
O=C(CNCC1CCCO1)Nc1ccccc1-n1cccc1 (stereo not given)
    0	0.2	-1.0	-1	4	4	2	1	1
COc1ccc(-n2nc(C(=O)NCC(=O)N3CCCCCC3)c3ccccc3c2=O)cc1Cl
    0	-0.1	1.2	15	1	6	2	-6	7
O=C(N/N=C/c1ccc(O)cc1)c1cc[n+](Cc2ccccc2)cc1
    0	0.1	-13	1	0	4	1	1	4
C[n+]1cccc(C(=O)NCC2CCCO2)c1 (stereo not given)
    3	0.0	-1.0	-10	6	3	1	3	-7
CC(C)(C)c1ccc(S(=O)(=O)NCc2ccc(C(=O)NCC3CCCO3)cc2)cc1 (stereo not given)
    3	-0.1	-0.3	3	3	-7	4	11	3
O=C1CN(C(=O)NCC(=O)N2CCCC2)c2ccccc2N1
    0	0.5	2.3	3	2	3	3	14	7
Cc1cc(=O)c2ccccc2[nH]1
    37	0.0	2.6	-3	-1	0	4	4	-2
COc1ccc(CN2CCC(n3nccc3NC(=O)c3cccc(F)c3)CC2)cc1O
    0	-0.1	-2.6	3	-2	1	0	-4	2
C[C@@H](O)C(C(=O)N1CCNCC1)n1cc([C@@H](N)CCCCN)nn1 (stereo not given in full)
    1	-0.2	/	-20	-1	-3	3	-5	-4
COc1cccc(C(=O)N2CCN(Cc3ccccc3[N+](=O)[O-])CC2)c1
    1	0.0	-1.2	6	2	9	7	16	3

# Additional entries
SMILES,GRK2 aptamer HTS,Efflux pump inh,MEX-5 binding,MCL1-BIM inh,Fam108B inh,GLD-1 RNA inh,PME-1 primary,VLA-4 inh,BCLXL inh
CCOC(=O)c1cn(Cc2ccccc2)nn1,4,-0.1,2.2,10,-2,-3,-3,24,2
CCc1ccc2c(c1)[C@]1(C(=O)N2)[C@@H]2C(=O)N(Cc3ccccc3)C(=O)[C@@H]2[C@@H]2CCCN21,2,-0.1,2.2,7,0,3,1,8,4
CSc1cccc(NC(=O)c2ccccc2N(C)S(C)(=O)=O)c1,0,0.0,-1.3,-9,2,-4,0,-3,-5
COc1ccc(C2CC(C(F)(F)F)n3ncc(C(=O)NCC4CCCO4)c3N2)cc1OC (stereo not given),1,0.2,-1.5,5,-2,1,0,4,2
Cc1ccccc1NC(=O)C1CCC(=O)N1 (stereo not given),1,-0.1,1.9,6,3,7,-2,-3,1
Cc1nn(Cc2ccccc2)c(C)c1/C=N/NC(=O)c1ccccc1O,0,-0.1,1.9,7,-4,3,0,-7,3
Cc1onc(-c2ccccc2)c1C(=O)c1c[nH]c(C(=O)NCCCN2CCOCC2)c1,3,0.0,-0.7,0,0,-3,-2,15,2
Cc1ccc(NC(=O)Cc2ncon2)cc1Cl,0,-0.1,0.1,-3,1,2,2,-7,0
Cc1ccc(NC(=O)CN2CCC(NC(=O)c3ccccc3F)CC2)cc1C,0,-0.2,-0.7,3,1,6,5,28,4
Cc1cc(C)c(NC(=S)NC(=O)c2c(Cl)c(C)nn2C)c([N+](=O)[O-])c1,0,0.1,0.1,5,9,6,-1,-4,10
COc1cc(OC)cc(C(=O)NCC(=O)OC(C)C(=O)NC(C)C2CC3CCC2C3)c1 (stereo not given),3,0.3,/,/,/,-1,/,-3,/
COc1ccc(CC(=O)Nc2sc3c(c2C#N)CC(C)(C)NC3(C)C)cc1OC,1,-0.1,1.1,5,-5,8,-3,1,-2
CCCCn1c(CCCNC(=O)CC)nc2ccccc21,0,0.1,1.2,-2,-3,0,-7,4,3
O=C(COC(=O)c1ccco1)NCc1ccc(Cl)cc1Cl,0,-0.1,/,/,/,1,/,19,/
CC(=O)CCc1c(C)nc2ccc(C)cc2c1Cl,3,0.1,0.6,8,4,1,-5,4,2
COC(=O)c1ccc(CN2CCCC(CNC(=O)Cc3ccc(OC)cc3)C2)cc1 (stereo not given),0,-0.1,0.1,10,3,4,0,-3,3
